Assay outcomes as filed in PubChem.
ARFGAP1 inh: rat ARFGAP1 inhibition | Q62848 | Arfgap1-stimulated ARF1 GTP hydrolysis, GDP FP detection | inhibition, % at 16.5 µM | 360,000 compounds, 0.26% hits;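 active = inhibition above a per-plate limit, mean inhibition of low control wells plus 3 SD, cut at about 25% in these data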;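 also: 0% = DMSO wells with enzyme and 100% = wells lacking Arfgap1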
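Replicates: Single well per compound | Assay system: Truncated rat Arfgap1 GAP domain | Control set: No-Arfgap1 wells (100%) versus DMSO full-reaction wells (0%) | Times: Enzyme reaction 120 min at 25 °C after 20 min preincubation | Reagent: Human ARF1(Δ1-17)-GTP substrate | Measured by: Tracer-displacement fluorescence polarization with EDTA stop, 620/688 nm | Measure: Percent inhibition of Arfgap1-stimulated GTP hydrolysis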
PLCb3 inh: inhibitors of human phospholipase C beta3; 370,000 compounds, 0.18% hits; Purified PLC-beta3, fluorogenic substrate, fluorescence; AID 720704; inhibition, % at 12.2 µM; in the data active = inhibition above about 11%;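 also: 0% = median of compound wells on plate and 100% = full blocker control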
KLK7 zymogen act: activates the human kallikrein-7 zymogen. AID 652039. purified proKLK7, EDANS-DABCYL substrate fluorescence; 100% is mature enzyme control, 0% vehicle. P49862. activation, % at 7 µM. 370,000 compounds, 0.9% hits;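 active = activation above the mean of all tested compounds plus 3 SD, computed per campaign excluding outliers beyond control limits, cut at about 13% in these data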
sPLA2-III inh: Blocks human group III sPLA2 activity; 370,000 compounds, 0.56% hits; inhibition, % at 12.2 µM; Q9NZ20; QFRET BODIPY PC-A2 liposome hydrolysis, fluorescence;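 active = inhibition above mean plus 3 SD of compounds lying within the high and low control bounds, cut at about 19% in these data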;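 also: 0% = median of test compound wells and 100% = no enzyme DMSO wells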
Target sequence (Q9NZ20 whole entry, looked up): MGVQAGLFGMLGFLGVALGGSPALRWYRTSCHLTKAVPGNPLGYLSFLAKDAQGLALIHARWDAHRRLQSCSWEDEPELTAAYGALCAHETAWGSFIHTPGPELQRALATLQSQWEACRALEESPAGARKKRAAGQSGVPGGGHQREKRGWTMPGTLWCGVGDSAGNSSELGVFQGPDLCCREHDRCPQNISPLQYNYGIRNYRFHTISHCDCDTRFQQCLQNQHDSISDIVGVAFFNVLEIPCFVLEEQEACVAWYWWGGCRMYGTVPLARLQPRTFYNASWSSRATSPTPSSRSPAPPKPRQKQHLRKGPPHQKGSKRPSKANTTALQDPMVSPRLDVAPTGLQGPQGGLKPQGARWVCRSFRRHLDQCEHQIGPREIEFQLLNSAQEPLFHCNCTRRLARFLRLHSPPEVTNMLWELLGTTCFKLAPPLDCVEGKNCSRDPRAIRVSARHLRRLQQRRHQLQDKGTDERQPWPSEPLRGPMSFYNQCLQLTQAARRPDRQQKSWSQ
UHRF1 binding: blocks human UHRF1 binding to methylated DNA. Q96T88. AID 687016. UHRF1 binding to methylated oligo, TR-FRET. inhibition, % at 4.4 µM. 370,000 compounds, 0.75% hits; in the data active = inhibition above about 21%;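 also: UHRF1 SRA domain binding a hemimethylated CpG hairpin DNA probe; 0% = median of test compound wells and 100% = reference inhibitor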
PLCg1 inh: PLC-gamma1 (human) inhibition, primary screen; purified PLC-gamma1, fluorogenic substrate, fluorescence; 370,000 compounds, 0.84% hits; inhibition, % at 12.2 µM; P19174; in the data active = inhibition above about 9.5%
DDE Tn6 FP inh: inhibitors of Tn6 peptide binding to human fibrin DD(E); 370,000 compounds, 0.21% hits; Fibrin DD(E) TRITC-Tn6 fluorescence polarization displacement; P02675; inhibition, % at 8.3 µM;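 active = inhibition above a per-campaign cutoff: mean of compounds within control limits plus 3 SD, cut at about 15% in these data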;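 also: 0% = median of all compound wells on the plate and 100% = blocking peptide control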
Target sequence (P02675 whole entry, looked up): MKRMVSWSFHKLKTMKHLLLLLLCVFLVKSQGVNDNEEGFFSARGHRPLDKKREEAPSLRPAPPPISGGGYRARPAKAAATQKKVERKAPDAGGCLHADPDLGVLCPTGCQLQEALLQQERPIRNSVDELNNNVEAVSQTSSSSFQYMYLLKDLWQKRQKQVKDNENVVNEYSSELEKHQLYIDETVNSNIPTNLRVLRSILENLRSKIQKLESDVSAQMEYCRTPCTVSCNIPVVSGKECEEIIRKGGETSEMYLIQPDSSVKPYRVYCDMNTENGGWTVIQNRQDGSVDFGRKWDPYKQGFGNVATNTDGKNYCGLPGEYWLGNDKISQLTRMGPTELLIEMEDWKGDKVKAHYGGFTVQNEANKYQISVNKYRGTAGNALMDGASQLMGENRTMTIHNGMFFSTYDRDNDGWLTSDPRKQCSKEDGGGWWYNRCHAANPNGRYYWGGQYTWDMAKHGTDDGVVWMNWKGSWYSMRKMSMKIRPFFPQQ
Tn7 DDE FP: disrupts Tn7 cyclic peptide binding to fibrin D-Dimer-E complex | FP displacement of FITC-Tn7 peptide from fibrin DD(E); 0% = median of compound wells per plate | inhibition, % at 8.3 µM | 370,000 compounds, 0.13% hits | AID 720508;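 active = inhibition above the mean of compounds falling within the control limits plus 3 SD of them, cut at about 14% in these data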;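 also: 0% = plate median of compound wells and 100% = 10 µM Aha-Tn7 peptide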
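Assay system: Human fibrin DD(E) protein | Medium: Tris buffer with calcium and detergent, pH 7.8 | Reagent: 0.1 µM fluorescent Tn7 | Compound dosing: Single point at 8.3 µM | Times: 10 min preincubation, 3 h with tracer, room temperature | Detection: Fluorescence polarization of the labelled Tn7 tracer | Controls: Aha-Tn7 high control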
ASAP1 GAP inh: inhibitors of human ASAP1 ArfGAP activity; Q9ULH1; ASAP1-stimulated ARF1 GTP hydrolysis, GDP FP detection; inhibition, % at 16.5 µM; 360,000 compounds, 0.19% hits; in the data active = inhibition above about 25%;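 also: 0% = vehicle with enzyme and substrate and 100% = no enzyme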
NR1D1 modulator: Rev-erb alpha (human) modulation; P20393; Rev-erbα–FITC-DNA binding, fluorescence polarization, 90 min; activity, % at 10 µM; 370,000 compounds, 0.79% hits; AID 1259318;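 active = activity above about 14%, limit read from the data; passing the limit was not always enough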;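 also: 0% = DMSO wells with 35 nM protein and 100% = DMSO wells with 750 nM protein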
* = called active by the depositor.

SMILES | ARFGAP1 inh | PLCb3 inh | KLK7 zymogen act | sPLA2-III inh | UHRF1 binding | PLCg1 inh | DDE Tn6 FP inh | Tn7 DDE FP | ASAP1 GAP inh | NR1D1 modulator
CC(=O)c1ccc(-c2cnc3c(NC=O)cc(-c4ccc(N5CCN(C)CC5)cc4)cn23)cc1 | 63* | -135 | 2.9 | -12 | -1 | -87 | 0 | 6 | 81* | -7
CC1(C)CC(=O)C=C(Nc2ccc3c(c2)OCCO3)C1 | 11 | -10 | -0.5 | 0 | 6 | -7 | 0 | 2 | 14 | -6
O=C1CCC(=O)N1c1nc2nc(-c3ccccc3)cc(-c3ccccc3)n2n1 | 6 | -278 | 31* | 8 | 17 | -220 | 3 | 4 | -7 | -5
Cc1cc(C)n2cc(CSc3nc4ccccc4s3)nc2n1 | -1 | -25 | -0.1 | 15 | 4 | -23 | 0 | 3 | 1 | -3
CC(=O)C1=C(C)NC(=S)NC1c1cccc([N+](=O)[O-])c1 (configuration not stated) | 2 | 3 | 0.1 | 5 | -3 | 2 | -4 | 0 | 8 | 0
COc1ccc2nc(NC(=O)NC3CCCCC3)sc2c1 | -3 | 4 | 0.3 | -3 | -1 | -1 | -5 | -4 | 12 | 4
C=CCC(NC(=O)Cc1ccccc1)C(=O)NCCC (configuration not stated) | 10 | 0 | 0.1 | 10 | 0 | 3 | -7 | 12 | 7 | 1
Cc1cc(N=O)no1 | 12 | 0 | -0.4 | 4 | 0 | 1 | 3 | 0 | 1 | -6
CC(=O)c1ccc(N2CCN(S(=O)(=O)c3ccc4c(c3)CC(C)N4C(C)=O)CC2)cc1 (configuration not stated) | 1 | -17 | 1.1 | -9 | -1 | -13 | -2 | -4 | 3 | -5
O=S1(=O)N[C@H](Cc2ccccc2)COc2cc(N3CCN(Cc4ccccc4F)CC3)ccc21 | 1 | 0 | 0.3 | -8 | -2 | 0 | 7 | 8 | -5 | 0
C/C(Cc1ccccc1)=N\NC(=O)CNC(=O)c1ccc2c(c1)OCCO2 | 11 | -7 | -0.7 | -5 | 0 | 1 | 5 | -6 | -6 | -3
O=C(OCC(=O)C12CC3CC(CC(C3)C1)C2)c1ccc(CO)cc1 | -7 | -6 | 0.6 | 0 | 0 | 2 | -4 | 5 | 19 | -3
O=c1[nH]cnc2c1sc1nc(C(F)F)cc(-c3ccccc3)c12 | -1 | -15 | -2.2 | -2 | -1 | -15 | 4 | -4 | 4 | 32*
COc1cccc(-c2csc(NC3OC(=O)c4c3ccc(OC)c4OC)n2)c1 (configuration not stated) | -6 | -3 | -0.5 | 7 | 0 | -3 | -1 | 1 | 7 | -4
CCOC(=O)CCSc1cc(C)c2ccccc2n1 | 7 | -10 | -0.3 | 1 | -4 | 0 | 1 | 9 | 2 | 10
COc1cccc(-n2nnnc2SCC(=O)NCCc2ccccc2)c1 | 5 | -5 | 0.4 | -4 | -2 | 2 | 8 | 9 | -28 | 0
Nc1ccc(Cl)c(S(=O)(=O)Nc2ccccc2Cl)c1 | 0 | -5 | 0.6 | -3 | -1 | 1 | -1 | -4 | 5 | 10
O=C(NCc1ccc(Cl)cc1)C1CC(O)CN1S(=O)(=O)c1ccc(Cl)cc1 (configuration not stated) | -13 | -6 | 0.8 | -4 | 1 | -1 | -6 | 1 | 3 | -4
O=C(NCc1ccccc1)c1ccc(NS(=O)(=O)c2cccs2)cc1 | 2 | -12 | -0.7 | -3 | 2 | 2 | 1 | 4 | -4 | -1
CCOC(=O)c1ccccc1NC(=O)CN(c1ccccc1)S(=O)(=O)N(C)C | -2 | 3 | -0.5 | -5 | 1 | -3 | 2 | 3 | 20 | -5
Cn1c(CNc2ccccc2O)nc2ccccc21 | -12 | -33 | 3.0 | -6 | -14 | -28 | -3 | 5 | -1 | -1
COc1ccc(S(=O)(=O)Nc2cc3c(C(C)=O)c(C)oc3c3ccccc23)cc1 | -5 | -1 | 0.6 | -30 | -2 | -4 | 8 | 8 | 2 | 13
COC(=O)c1ccc2nc(C)c(C)nc2c1 | 14 | 2 | 0.4 | 4 | -4 | 0 | 7 | 1 | -3 | 3
COc1cccc(CNC(=O)CCS(=O)(=O)c2ccc3c(c2)CC(C)N3C(=O)C2CC2)c1 (configuration not stated) | 3 | -6 | 0.5 | 6 | 3 | -1 | 4 | -5 | -7 | -3
COc1ccc(OC)c(S(=O)(=O)n2c([N+](=O)[O-])cnc2C)c1 | -12 | 0 | 0.0 | 3 | 1 | 4 | -2 | 6 | 2 | -2
CCOc1ccc(NC(=O)CN(C)C(=O)CN2C(=O)C3CCCCC3C2=O)cc1OCC (configuration not stated) | 1 | 3 | 0.3 | 0 | 4 | 3 | -4 | -1 | -5 | 1
COc1ccc(NS(=O)(=O)c2cc(NC(=O)c3cc(F)c(F)c(F)c3F)ccc2N2CCCC2)cc1 | 6 | -3 | 0.0 | 3 | -2 | 0 | 0 | -9 | -2 | 0
COc1ccc2c(c1OC)C(=O)N(c1ccc(OCc3ccccc3)cc1)C2=O | 2 | -11 | 0.1 | 13 | 4 | 4 | -3 | 4 | -5 | 3
CN(C)C(CNC(=O)c1cccc(S(=O)(=O)N2CC3(C)CC2CC(C)(C)C3)c1)c1ccco1 (configuration not stated) | 2 | -7 | -0.1 | -4 | 1 | 1 | 2 | 6 | -15 | -6
O=S(=O)(Nc1cccc(S(=O)(=O)N2CCCC2)c1)c1ccc(Cl)cc1 | 0 | -7 | -0.1 | -27 | 2 | 1 | 3 | 4 | -10 | 0
O=C(NC1CCS(=O)(=O)C1)c1cccc(S(=O)(=O)N2CCCC2)c1 (configuration not stated) | 9 | 3 | -0.1 | -1 | 0 | 1 | -2 | -10 | -14 | -2
Cc1cccc(NC(=O)N2CCN(Cc3ccc(Cl)cc3)CC2)c1 | 4 | 2 | 0.2 | -7 | -3 | 3 | -7 | 0 | 2 | 2
CC1(C)Cc2c(cnn2-c2ccccc2)-c2c1c1ccccc1n2CC(O)CCl (configuration not stated) | 26* | -337 | -17 | 6 | 3 | -262 | -5 | -3 | 7 | -1
COc1cc(C(=O)OCc2csc(CC(=O)Nc3cc(C)ccc3C)n2)ccc1OC(F)F | 9 | -10 | 0.6 | -45 | 16 | -1 | -2 | -1 | 4 | 8
CCN(CC)S(=O)(=O)c1ccc(F)c(C(=O)OC2CC(C)OC2=O)c1 (configuration not stated) | -3 | 1 | -0.5 | 7 | 3 | 5 | -4 | 3 | -2 | -3
O=C(N/N=C/c1ccc(C(F)(F)F)cc1)c1ccc(O)cc1 | -2 | 4 | -0.2 | 1 | 1 | 4 | 3 | 2 | -10 | 1
O=C(NCC1CCCCC1)c1ccc2sc([C@H]3C[C@H](O)[C@@H](CO)O3)nc2c1 | -2 | -2 | 0.4 | 7 | 1 | 2 | -1 | 5 | 4 | 3
COc1ccc(CN2CCNC(=O)C2CC(=O)N(C)Cc2nccs2)cc1OC (configuration not stated) | -4 | -17 | -0.4 | 2 | -1 | -11 | -1 | -2 | -4 | -6
CCc1c(C)n([O-])c2c([n+]1=O)CCCCC2 | 5 | 6 | -0.4 | 0 | 0 | 11* | 9 | 5 | 9 | -7
O=C(CSc1nnc2ccccn12)NCc1cccs1 | 12 | 3 | 0.4 | 0 | -1 | 2 | 1 | -5 | 6 | -6
CSCCC(NC(=O)c1ccccc1Cl)C(=O)Nc1ccncc1 (configuration not stated) | -9 | -5 | -0.2 | 5 | 1 | 1 | -9 | 3 | -15 | 4
Cc1cc(C(=O)N2CCCC(C)(C(=O)NS(=O)(=O)C3CC3)C2)n(C(C)(C)C)n1 (configuration not stated) | 8 | 5 | 0.7 | 4 | 1 | -1 | 2 | -3 | -4 | -5
COC(=O)c1sccc1NC(=O)c1c(Cl)cnn1C | 2 | -15 | 0.3 | -6 | -1 | -2 | 5 | -4 | 2 | 5
COc1cc(NC2c3ccccc3C(=O)N2Cc2ccccc2)cc(OC)c1OC (configuration not stated) | 8 | -8 | -0.6 | 1 | 2 | 0 | 6 | 6 | -15 | 7

Gathered by group, those above with an aryl methoxy group.
SMILES | ARFGAP1 inh | PLCb3 inh | KLK7 zymogen act | sPLA2-III inh | UHRF1 binding | PLCg1 inh | DDE Tn6 FP inh | Tn7 DDE FP | ASAP1 GAP inh | NR1D1 modulator
COc1ccc2nc(NC(=O)NC3CCCCC3)sc2c1 | -3 | 4 | 0.3 | -3 | -1 | -1 | -5 | -4 | 12 | 4
COc1cccc(-c2csc(NC3OC(=O)c4c3ccc(OC)c4OC)n2)c1 (configuration not stated) | -6 | -3 | -0.5 | 7 | 0 | -3 | -1 | 1 | 7 | -4
COc1cccc(-n2nnnc2SCC(=O)NCCc2ccccc2)c1 | 5 | -5 | 0.4 | -4 | -2 | 2 | 8 | 9 | -28 | 0
COc1ccc(S(=O)(=O)Nc2cc3c(C(C)=O)c(C)oc3c3ccccc23)cc1 | -5 | -1 | 0.6 | -30 | -2 | -4 | 8 | 8 | 2 | 13
COc1cccc(CNC(=O)CCS(=O)(=O)c2ccc3c(c2)CC(C)N3C(=O)C2CC2)c1 (configuration not stated) | 3 | -6 | 0.5 | 6 | 3 | -1 | 4 | -5 | -7 | -3
COc1ccc(OC)c(S(=O)(=O)n2c([N+](=O)[O-])cnc2C)c1 | -12 | 0 | 0.0 | 3 | 1 | 4 | -2 | 6 | 2 | -2
COc1ccc(NS(=O)(=O)c2cc(NC(=O)c3cc(F)c(F)c(F)c3F)ccc2N2CCCC2)cc1 | 6 | -3 | 0.0 | 3 | -2 | 0 | 0 | -9 | -2 | 0
COc1ccc2c(c1OC)C(=O)N(c1ccc(OCc3ccccc3)cc1)C2=O | 2 | -11 | 0.1 | 13 | 4 | 4 | -3 | 4 | -5 | 3
COc1cc(C(=O)OCc2csc(CC(=O)Nc3cc(C)ccc3C)n2)ccc1OC(F)F | 9 | -10 | 0.6 | -45 | 16 | -1 | -2 | -1 | 4 | 8
COc1ccc(CN2CCNC(=O)C2CC(=O)N(C)Cc2nccs2)cc1OC (configuration not stated) | -4 | -17 | -0.4 | 2 | -1 | -11 | -1 | -2 | -4 | -6
COc1cc(NC2c3ccccc3C(=O)N2Cc2ccccc2)cc(OC)c1OC (configuration not stated) | 8 | -8 | -0.6 | 1 | 2 | 0 | 6 | 6 | -15 | 7
